Bioassay records (PubChem)
NSD2 HMT inh: blocks human histone methyltransferase NSD2. O96028. NSD2 peptide methylation, AlphaScreen, 120 min. inhibition, % at 12.5 µM. 0.54% of 310,000 active. AID 743445; in the data active = inhibition above about 50%
DAGLB inhibitor: blocks human DAGLB lipase activity | inhibition, % at 5.17 µM | HEK293T DAGLB membrane lysate, EnzChek fluorogenic substrate | 0.059% of 340,000 active | Q8NCG7; in the data active = inhibition above about 34%;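 also: 0% = enzyme with vehicle and 100% = wells lacking enzyme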
Target sequence (Q8NCG7 whole entry, looked up): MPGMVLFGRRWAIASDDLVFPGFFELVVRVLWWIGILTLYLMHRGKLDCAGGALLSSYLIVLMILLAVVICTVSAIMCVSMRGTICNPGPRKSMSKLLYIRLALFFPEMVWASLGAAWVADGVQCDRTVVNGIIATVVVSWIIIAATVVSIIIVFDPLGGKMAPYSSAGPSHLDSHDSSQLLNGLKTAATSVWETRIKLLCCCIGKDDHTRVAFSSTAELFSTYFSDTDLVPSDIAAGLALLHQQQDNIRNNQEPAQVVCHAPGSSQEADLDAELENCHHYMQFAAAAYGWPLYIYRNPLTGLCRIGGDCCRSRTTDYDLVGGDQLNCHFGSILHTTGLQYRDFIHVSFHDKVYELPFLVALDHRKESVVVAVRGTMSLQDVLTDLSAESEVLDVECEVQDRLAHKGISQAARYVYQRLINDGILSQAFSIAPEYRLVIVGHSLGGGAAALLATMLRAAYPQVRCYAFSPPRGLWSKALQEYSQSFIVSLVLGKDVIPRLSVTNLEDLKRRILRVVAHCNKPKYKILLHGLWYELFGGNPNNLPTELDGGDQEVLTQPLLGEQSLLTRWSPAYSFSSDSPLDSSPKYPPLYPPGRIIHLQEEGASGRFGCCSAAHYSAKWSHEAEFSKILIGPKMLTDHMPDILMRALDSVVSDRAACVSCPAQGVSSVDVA
PvdQ inh: blocks Pseudomonas aeruginosa PvdQ acylase activity; purified PvdQ acylase, fluorescence plate reader; inhibition, % at 10 µM; 0.063% of 340,000 active; AID 488965; in the data active = inhibition above about 30%, passing the limit was not always enough; inconclusive = no clear call, values can overlap the other calls;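 also: 0% = vehicle neutral wells and 100% = reference inhibitor wells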
Cardiac RTF inh: cardiac RTF calcium desensitization; AID 493244; 0.12% of 340,000 active; P19429+P45379; IANBD-labeled cardiac RTF, Ca2+ fluorescence; inhibition, % at 7.15 µM;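 active = inhibition above the mean inhibition of all tested compounds plus 3 SD, cut at about 17% in these data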;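 also: assay run at fixed EC70 calcium of 1.6 mM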
Arr AP2 block: inhibitors of human beta-arrestin and AP2 interaction; FITC-arrestin peptide / GST-AP2 beads, flow cytometry; AP2 beta2 appendage carries R879A mutation; 0.31% of 340,000 active; inhibition, % at 10 µM; AID 504490;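 active = inhibition above a set limit, near 3 SD of compounds lacking own fluorescence, cut at about 54% in these data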;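 also: plate controls were DMSO wells for no effect and 5 µM unlabelled arrestin peptide for full effect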
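System: GST-AP2 R879A glutathione beads; medium: PBS, Tween 20 0.05%, BSA 0.1%; reagent: fluorescein-tagged arrestin peptide at 50 nM final; schedule: pre-incubation 12 min, peptide binding 1 h, room temperature; detection: flow cytometry, FL1 (488/535 nm); read-out: inhibition as reduced fluorescein signal on beads, percent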
SR-BI DiI-HDL act: SR-BI HDL lipid transfer activation; 0.096% of 320,000 active; CHO ldlA[mSR-BI] cells, DiI-HDL uptake fluorescence, 3 h; 100 = double the neutral-control signal; activation, % at 12.5 µM; AID 504775;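 active = mean replicate activation of at least 60% and every replicate at or above 60%; inconclusive = mean or all-replicate condition met, but not both; inactive = mean below 60% and not all replicates reaching 60%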;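 also: 0% = median plate neutral-control signal and 100% = twice that signal; values of inactives mirror those of a sister screen read the other way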
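System: LDL receptor-deficient CHO ldlA cells overexpressing murine SR-BI | Timing: 3 h uptake period with compound, 37 °C | Medium: HEPES-buffered (25 mM, pH 7.4) F12 plus 0.5% BSA | Dosing: Single-point compound dose | Signal: Bottom-read fluorescence, 550/595 nm | Read-out: Retained DiI signal reflecting DiI-HDL uptake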
C-LANA FP: KSHV C-LANA DNA binding inhibition; MBP-C-LANA/FAM-LBS DNA binding, fluorescence polarization; inhibition, % at 9 µM; 0.078% of 340,000 active;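 active = highest replicate inhibition at or above 60% at 9 µM, even if other replicates fall short; inactive = all replicates below 60% inhibition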;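 also: 0% = neutral control wells and 100% = 4 µM acridine orange control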
SR-BI HDL uptake: mouse SR-BI HDL lipid transfer inhibition; 0.96% of 320,000 active; Q61009; ldlA[mSR-BI] CHO cells, DiI-HDL uptake fluorescence, 3 h; inhibition, % at 12.5 µM;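 active = mean replicate inhibition of at least 70% and a set share of replicates each scoring 70 or more; inconclusive = meets just one of the two criteria; inactive = fails both criteria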;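 also: 0% = median of neutral control wells and 100% = median of positive control wells; values of inactives mirror those of a sister screen read the other way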
Keap1 Nrf2 FP: inhibitors of human Keap1-Nrf2 protein-protein interaction; inhibition, % at 9.4 µM; 0.15% of 340,000 active; Q14145; Keap1 Kelch-Nrf2 peptide fluorescence polarization, 1536-well; in the data active = inhibition above about 12%; inconclusive = no clear call, values can overlap the other calls; inactive = below about 7.3%;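 also: human Keap1 Kelch domain with fluorescein labeled Nrf2 9mer peptide probe; 0% = neutral control wells and 100% = peptide positive control; higher means more block of Keap1 binding to Nrf2 peptide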
PKA-R2B act: PKA-R2B complex activation. 0.079% of 340,000 active. activation, % at 11.4 µM. PKA-R2B holoenzyme dissociation, Cy5-IP20 fluorescence polarization; R2B truncated from residue 108, S112A mutant; 0% DMSO only, 100% 113 µM cGMP. P22694+P31323;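 active = activation above a cutoff set at the mean over all compounds plus 3 SD, cut at about 18% in these data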;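 also: higher means more holoenzyme dissociation and a rise in polarization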
* hit, by the source's call; ? = inconclusive; · = no result given.

SMILES	NSD2 HMT inh	DAGLB inhibitor	PvdQ inh	Cardiac RTF inh	Arr AP2 block	SR-BI DiI-HDL act	C-LANA FP	SR-BI HDL uptake	Keap1 Nrf2 FP	PKA-R2B act
CC(=O)Nc1nnc(COc2ccc(Cl)cc2)s1	-2	1	-5	-5	29	55	-0.6	-55	1	-4
O=C(CN1C(=O)NC2(CCCCC2)C1=O)N1CCN(S(=O)(=O)c2ccc(F)c(F)c2F)CC1	-2	-1	-17	-12	-3	8	-0.6	-8	-2	-7
CC(C)Sc1nc2[nH]ncc2c(=O)[nH]1	0	0	-14	-21	-6	-16	-0.1	16	-3	-3
O=C(CC(Nc1ccc(Cl)cc1)C(=O)O)c1ccccc1 (stereo not drawn)	0	2	-1	-13	0	-10	-0.8	10	2	4
CCC(CC)c1nnc(NC(=O)c2nn(C)c(=O)c3ccccc23)s1	·	-1	-8	-4	0	-4	-0.9	4	-7	1
CCOC(=O)C1CCCN(Cc2ccc(OCc3ccccc3)cc2)C1 (stereo not drawn)	-10	-6	11	-10	1	19	-1.3	-19	-3	0
COc1ccc(C2/C=C\CN(Cc3ccncc3)CC(=O)N2Cc2ccc(F)cc2)cc1 (stereo not drawn)	·	-4	1	10	0	3	-0.8	-3	-5	2
CCCc1ccc2oc(C(=O)N(C)Cc3cnccn3)c(C)c2c1	5	-3	2	-8	21	·	1.5	-8	5	-3
O=C(O)Cc1ccc2c(c1)N(S(=O)(=O)c1cccs1)CC(C(=O)O)O2 (stereo not drawn)	0	-3	-1	3	-23	15	1.9	-15	6	-12
Cc1oc(-c2cc(Cl)cc(Cl)c2)cc1C(=O)NCCc1ccccc1	-1	-14	9	4	28	25	-0.1	-25	-1	-13
OCCNCc1cc(Br)ccc1OCc1ccc(F)cc1	1	-4	-3	-5	12	5	-1.4	-5	-2	-9
CCOC(=O)c1[nH]cnc1C(=O)NC1CCN(C(=O)OC(C)(C)C)CC1	·	-2	-15	3	-1	-3	-1.4	-1	-5	-6
C/C(=N\NC(=O)CNC(=O)c1cccs1)c1ccc(Cl)c(Cl)c1	-3	-1	-10	-3	-7	-2	-0.1	2	2	-3
O=C(NC1CCCCCC1)C1CCN(C(=O)c2cccc(Cl)c2)CC1	-1	-4	6	9	9	14	-0.9	-14	-5	12
CCOc1cc(/C=C2\C(=N)N3N=C(CC)SC3=NC2=O)ccc1OCCOc1ccc(NC(C)=O)cc1	-2	2	-10	-4	3	-19	0.6	19	-4	-6
CCCn1c(SCC(=O)N2CCCCC2)nnc1-c1ccco1	-1	0	6	-1	4	-4	1.2	4	2	-1
CCCc1ccc(-c2cc(NC(=O)CSc3n[nH]c(N)n3)n(-c3ccccc3)n2)cc1	10	0	-24	-4	5	27	2.0	-27	-2	-7
CCN(CC)S(=O)(=O)c1cccc(C(=O)NC(C(=O)NCCc2ccccn2)C(C)C)c1 (stereo not drawn)	-2	-1	-12	-3	13	3	-5.2	-3	-5	3
COc1cccc(S(=O)(=O)NCc2ccc3c(c2)OCO3)c1	0	-1	-1	-4	-2	21	-0.9	-21	0	-1
COCCCNC(=O)CN(c1cc(Cl)ccc1OC)S(C)(=O)=O	-5	-3	-13	-8	-10	14	-1.5	-14	0	9
Cc1ccc(N(C(=O)c2csnn2)C(C(=O)NC(C)(C)C)c2ccccn2)cc1 (stereo not drawn)	2	-6	4	-5	20	20	-0.9	-20	0	-5
COc1ccc(/C=C2\SC(=S)N(CCCC(=O)N3CCOCC3)C2=O)cc1OC	·	-4	17	1	0	-18	0.9	18	-7	-10
O=C(CCn1c(=S)oc2ccccc21)NC1CCCCC1	-1	-3	-13	-2	-2	·	1.9	·	2	1
C/C(=N\O)c1ccc2[nH]ccc2c1	-4	4	2	-9	10	8	0.6	-8	-2	11
O=C(Nc1ccc(S(=O)(=O)N2CCc3ccccc32)cc1)c1ccco1	3	-2	-12	-4	2	-9	-0.6	9	-1	-11
O=C(Cc1cccc(F)c1F)NC1CCCN(Cc2ccc(Cl)cc2)C1 (stereo not drawn)	-3	-1	-11	1	10	-10	-2.3	10	-6	-2
CCOC(=O)C1=C(CC)Nc2ccccc2N/C1=N\S(=O)(=O)c1cc(Br)ccc1Br	1	·	-9	·	-10	9	0.4	-9	5	·
CC1Sc2ccc(S(=O)(=O)NCCc3ccc(S(N)(=O)=O)cc3)cc2NC1=O (stereo not drawn)	1	0	-13	-5	-7	13	0.0	-13	3	2
COc1ccc(/C=C2\CCC(C3CCCC3)C2=O)cc1Cn1cccn1 (stereo not drawn)	-2	-7	14	-18	14	22	0.4	-22	-6	-5
Cc1ccc(NC(=O)CN2C(=O)S/C(=C\c3ccc(OCC(=O)O)c(Br)c3)C2=O)cc1	5	2	-5	2	8	-5	0.3	5	-3	0
COC(=O)c1ccc(/C=N/NC(=O)C(=O)N2CCCCCC2)cc1	4	-1	12	6	-4	14	-0.5	-14	-1	-6
Cc1cc(Br)ccc1OCc1nc(-c2cccnc2)no1	3	-7	-6	-10	9	-29	-0.5	29	6	13
CC(=O)c1ccc(N2CCN(c3ncccn3)CC2)c([N+](=O)[O-])c1	5	2	-8	-7	4	·	0.2	·	0	-2
CCOC(=O)c1ccc(NC(=O)CCc2ccc(CC)o2)cc1	-1	-4	-7	-7	3	-20	-1.1	20	-1	1
CCCCN=C1CC(C)(C)CC(=O)/C1=C(/O)CCC	-3	1	-5	-7	27	-8	0.6	8	-5	5
c1csc(CSc2nnc3sc4ccccc4n23)c1	-1	0	-12	-6	2	22	2.1	-22	-1	1
O=C(COc1cccc2c1CCNC2=O)Nc1cccc(C(F)(F)F)c1	-1	1	-22	0	-10	-10	-0.2	10	1	-4
O=S(=O)(NC1CCCC1)c1ccc(S(=O)(=O)N(Cc2cccs2)CC2CCCO2)cc1 (stereo not drawn)	10	-5	11	-12	-11	-6	-1.4	6	5	20*
CCC1=Nc2cc(C(=O)NCCCN3CCOCC3)ccc2Sc2ccc(Br)cc21	12	-3	-11	-3	5	0	-1.8	0	1	-2
CN(C(=O)CSc1nc2ccc(Cl)cc2[nH]1)C1CCS(=O)(=O)C1 (stereo not drawn)	3	-4	6	4	5	-5	-1.7	5	-11	2
CCCOc1ccc(-c2c(C(=O)N/N=C(\C)c3cccs3)nnn2-c2nonc2N)cc1	-6	0	3	-4	29	7	-0.5	-7	3	6
CC(=O)Oc1oc(-c2ccccc2)nc1/C=N/c1ccccn1	2	1	-8	-5	-9	33	4.2	-33	-29	-10
COCCn1nnnc1C(CC(C)C)N1CCN(c2ccccc2)CC1 (stereo not drawn)	-7	-4	1	-10	19	-12	-4.7	12	-1	-5
CCOC(=O)C(Cc1ccccc1)C(=O)Nc1ccccc1C (stereo not drawn)	·	1	-6	-14	32	9	-0.4	-9	-1	-4
Nc1nc(C2CCCCC2)cs1	16	-3	-7	-2	-9	11	-0.7	-11	-2	1
CC1(C)CC(=O)C2=C(C1)OC1=C(C2)C(=O)CC(C)(C)C1	-3	1	-3	-4	-89	1	2.2	-1	21*	-4
COc1ccc(-c2nnc(Nc3ccc(CC(N)=O)cc3)c3ccccc23)cc1	-3	6	12	5	-2	-24	-0.4	24	0	2
O=C(COc1ccccc1Cl)Nc1ccc(S(=O)(=O)Nc2ccccn2)cc1	-2	0	-2	-12	24	·	-1.6	·	0	3
Cc1ccc(CNC(=O)C2C3C=CC(C3)C2C(=O)O)cc1 (stereo not drawn)	1	1	-5	3	-1	-13	-1.0	13	-3	-12
O=C(Nc1ccc(-c2csnn2)cc1)C(Cl)(Cl)Cl	-1	-3	-17	2	-10	12	-1.4	-12	-3	3
CC(C)Oc1cccc(OCCN2C(=O)c3ccccc3C2=O)c1	-4	-12	-15	-9	6	-22	0.0	22	-8	3
N/C(=N\OC(=O)COc1ccc(Br)cc1)c1ccncc1	0	1	-25	-7	-11	?	0.5	-62	0	-7
COc1ccc(-n2c(C(C)(C)C)csc2=Nc2c(C)n(C)n(-c3ccccc3)c2=O)cc1	-1	0	2	4	21	0	3.0	0	1	6
CCOC(=O)c1nc(N)c(C(=O)OCC)[nH]1	1	-1	-5	-15	5	32	-0.8	-32	-4	-1
COCCCNC(=O)c1c(N)n(/N=C/c2cccs2)c2nc3ccccc3nc12	-9	0	-16	3	27	-13	0.8	13	-1	-1
CCCOC(=O)C(C)n1cnc2scc(-c3ccc(C)cc3)c2c1=O (stereo not drawn)	-5	-5	-5	2	8	-45	6.8	45	1	3
COc1ccc(C(c2c(C)n(C)n(-c3ccccc3)c2=O)c2c(C)n(C)n(-c3ccccc3)c2=O)c(OC)c1OC	-1	-2	-12	-3	3	·	-0.4	·	-3	1
Cc1nc2sc(C(c3ccco3)N3CCc4ccccc4C3)c(O)n2n1 (stereo not drawn)	·	0	-6	-17	4	16	0.7	-16	-5	-7
CCc1n[nH]c(=O)c2cc3cc(OC)ccc3n12	-1	1	-13	-5	-1	3	-3.8	-3	7	2
Cc1ccc(NC(=S)Nc2ccc3nc(-c4ccccn4)c(-c4ccccn4)nc3c2)cc1C	0	-6	3	-46	22	-26	5.4	26	1	-10
Next results
SMILES	NSD2 HMT inh	DAGLB inhibitor	PvdQ inh	Cardiac RTF inh	Arr AP2 block	SR-BI DiI-HDL act	C-LANA FP	SR-BI HDL uptake	Keap1 Nrf2 FP	PKA-R2B act
CCCNC(=S)N1CCC(NC(=O)c2ccc(OC)cc2)CC1	28	-1	0	4	5	-4	-1.8	4	2	-8
Cn1c(SCC(=O)O)nnc1-c1ccc(NC(=O)c2ccc(Cl)c(Cl)c2)cc1	0	5	-7	-17	20	·	0.9	·	-2	13
Cc1ccc(S(=O)(=O)N(C)Cc2ccccc2)cc1C(=O)N1CCCCC1	1	-4	11	-9	7	-12	-1.1	12	-6	-6
O=C(CSc1ccccc1F)NCC(c1cccs1)N1CCOCC1 (stereo not drawn)	-1	-3	1	1	15	9	-0.4	-9	2	-1
N#Cc1cc2c(nc1SCC(O)CS(=O)(=O)Cc1ccc(Cl)cc1)CCCC2 (stereo not drawn)	0	-9	-13	-4	-8	-51	0.2	51	-2	3

Rows are unselected; 2.1% or so of the library scored in one or more.
